Assay outcomes deposited in PubChem BioAssay by several laboratories.
H69AR inhibit = growth inhibitors of human H69AR lung tumor cells | H69AR lung tumor viability, ATP luminescence, 72 h; active compounds read low | viability, % at 10 µM | 85,000 tested, 6% active | AID 598;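 active = viability at or below 40%; inactive = viability above 40%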;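 also: multidrug resistant small cell line overexpressing MRP-1 efflux transporter; 100% = mean luminescence of untreated control wells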
Smad3 FoxH1 inh = blocks human Smad3 binding to FoxH1 peptide | P84022 | inhibition, % at 25 µM | 88,000 tested, 0.29% active | TR-FRET Smad3/Dy647-FoxH1 peptide binding, europium anti-His;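 active = compounds that reduce the energy-transfer binding signal between the protein and its labelled peptide by more than half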;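 also: 0% = Smad3 plus labelled peptide maximal FRET and 100% = peptide-only background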
Target sequence (P84022 whole entry, looked up): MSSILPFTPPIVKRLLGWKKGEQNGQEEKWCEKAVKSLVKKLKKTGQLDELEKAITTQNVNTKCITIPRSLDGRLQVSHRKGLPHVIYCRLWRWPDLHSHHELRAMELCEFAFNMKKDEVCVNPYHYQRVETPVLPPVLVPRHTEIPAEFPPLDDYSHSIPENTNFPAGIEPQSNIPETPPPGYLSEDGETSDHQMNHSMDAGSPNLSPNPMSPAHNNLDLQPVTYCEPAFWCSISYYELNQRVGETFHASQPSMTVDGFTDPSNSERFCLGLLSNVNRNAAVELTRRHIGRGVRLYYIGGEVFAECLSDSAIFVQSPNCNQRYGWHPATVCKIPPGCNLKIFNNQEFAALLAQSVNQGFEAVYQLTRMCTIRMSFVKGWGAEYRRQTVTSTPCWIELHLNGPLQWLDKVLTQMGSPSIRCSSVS
HUVEC prolif 384 = inhibitors of human endothelial cell proliferation; viability, % at 10 µM (by protocol); HUVEC proliferation, CellTiter-Glo luminescence, 72 h; active compounds read low; 86,000 tested, 1.1% active;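 active = viability at or below 30%; inactive = viability above 30%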;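 also: 100% = median luminescence of DMSO-only cell control wells on each plate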
Mac1 fbg enh = CD11b/CD18-fibrinogen binding enhancement; activation, % at 10 µM; P05107+P11215; 93,000 tested, 0.07% active; K562 CD11b/CD18 adhesion to fibrinogen, ATPlite luminescence;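 active = 10 µM primary screen giving 50% or more activity, confirmed by 40% or more on retest at that dose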; also: strong numbers were not always called active
ERb coact inh = ER-beta (human) coactivator binding inhibition; 86,000 tested, 1.3% active; AID 633; TR-FRET ER-beta LBD / SRC1-Cy5 peptide binding; receptor agonist-loaded with 1 µM estradiol; Q92731; inhibition, % at 25.6 µM;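 active = compounds whose percent inhibition of the receptor-coactivator binding signal exceeds about 50% in the single-dose screen, limit read from the data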;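 also: 0% = receptor plus peptide wells without compound and 100% = peptide-only wells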
Target sequence (Q92731 whole entry, looked up, the tested form may be a part): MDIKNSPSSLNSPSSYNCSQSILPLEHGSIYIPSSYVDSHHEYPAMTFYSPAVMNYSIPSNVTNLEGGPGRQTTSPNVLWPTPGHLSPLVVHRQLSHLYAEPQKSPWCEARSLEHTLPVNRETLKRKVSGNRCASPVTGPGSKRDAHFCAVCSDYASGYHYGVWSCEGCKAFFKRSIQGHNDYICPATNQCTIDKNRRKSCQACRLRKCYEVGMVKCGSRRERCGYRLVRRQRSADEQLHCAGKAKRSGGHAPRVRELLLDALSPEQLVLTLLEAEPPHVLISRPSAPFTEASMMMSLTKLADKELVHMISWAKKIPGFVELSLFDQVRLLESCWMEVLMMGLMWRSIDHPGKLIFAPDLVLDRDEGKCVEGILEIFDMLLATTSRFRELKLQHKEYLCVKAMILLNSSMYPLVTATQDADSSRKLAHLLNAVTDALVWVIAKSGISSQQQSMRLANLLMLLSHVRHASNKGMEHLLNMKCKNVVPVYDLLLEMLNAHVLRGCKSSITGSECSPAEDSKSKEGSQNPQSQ
Fibroblast inh = blocks proliferation of human lung fibroblasts. viability, % at 10 µM. LL 47 human lung fibroblast viability, ATP luminescence; active compounds read low. AID 719. 85,000 tested, 1.1% active;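 active = viability at or below 50% in the single dose screen; inactive = viability above 50%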;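 also: compound exposure lasted 72 h before the ATP readout; 100% = median luminescence of untreated cell-only wells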
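Material: human lung fibroblast line LL 47, low passage; Evaluation: viability percentage against median untreated-cell control; Buffer or medium: 15% FBS in IMEM; Incubation: 72 h compound exposure at 37 °C after overnight plating; Dosing: 0.1% DMSO in all compound wells; Measured by: CellTiter-Glo luminescence.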
ERa SRC1 pot = enhances coactivator binding to human estrogen receptor alpha; TR-FRET ERalpha-LBD/SRC-Cy5 coactivator binding, 2 h; 100 = basal binding, no effect; 86,000 tested, 1.3% active; coactivator binding (% of control), % at 25.6 µM; P03372; AID 639; in the data active = activity above about 200%;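 also: binding measured in presence of low estradiol as agonist stimulus; 0% = peptide alone without receptor and 100% = receptor with peptide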
MT1-MMP txn act = activates MT1-MMP transcription. HT1080 MT1-MMP promoter luciferase reporter, luminescence, overnight; active compounds read high. activation factor at 10 µM. 86,000 tested, 0.16% active;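 active = activation factor of at least 2 for MT1-MMP transcription at 10 µM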
ERa coact inh = blocks coactivator binding to human estrogen receptor alpha; P03372; TR-FRET ER-alpha LBD / SRC-1 peptide, estradiol-bound; inhibition, % at 25.6 µM; 86,000 tested, 1.7% active; AID 629; in the data active = inhibition above about 50%;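 also: 0% = receptor plus peptide control and 100% = peptide only without receptor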
Numbers without * were called inactive; x = no result given; [ ] = another dose, or the depositor's remark.

No. | canonical_smiles | H69AR inhibit | Smad3 FoxH1 inh | HUVEC prolif 384 | Mac1 fbg enh | ERb coact inh
1 | Cc1cc(C)n(-c2nc(N(C)C)nc(N3CCOCC3)n2)n1 | 92 | -1 | 99 | -1 | -31
2 | O=C(c1ccc(Br)o1)N(c1ccc(Br)cc1)C1C=CS(=O)(=O)C1 (centres undefined) | 57 | -2 | 91 | 0 | -11
3 | Cc1ccc(-c2n[nH]c(=O)c3ccccc23)cc1S(=O)(=O)NCCO | 93 | 10 | 96 | -3 | -1
4 | O=C(Cc1cccs1)Nc1nnc(-c2ccncc2)s1 | 92 | -4 | 88 | 2 | 46
5 | O=C(Nc1ccc(NC(=O)c2cccs2)cc1)c1ccc(Br)o1 | 60 | 8 | 73 | 41 | 34
6 | O=C(Nc1nc(-c2cccs2)cs1)c1cccc(S(=O)(=O)N2CCCCC2)c1 | 65 | 1 | 84 | 0 | -9[fluorescence artefact?]
7 | Cc1ccc2[nH]c3c(=O)n(CCc4cnc[nH]4)cnc3c2c1 | 90 | -6 | 87 | x | -14
8 | CCN(CC)c1nc(N2CCOCC2)c(C#N)c2c1CN(C)CC2 | 78 | -12 | 107 | 1 | 2[fluorescence artefact?]
9 | O=C(CCC(=O)NC1CCN(Cc2ccccc2)CC1)NCc1ccco1 | 87 | -5 | 81 | 0 | 2[fluorescence artefact?]
10 | COc1ccc2[nH]cc(S(=O)(=O)c3ccc(F)cc3)c(=O)c2c1 | 98 | 2 | 119 | -1 | 4
11 | CC(=O)c1cccc(S(=O)(=O)N2CCCC(c3nc(-c4ccc(C)o4)no3)C2)c1 (centres undefined) | 102 | 1 | 126 | -3 | 4[fluorescence artefact?]
12 | Cc1ccc(O)c(NC(=O)CCC2CCCCC2)c1 | 27* | -17 | 93 | x | -1[fluorescence artefact?]
13 | N#Cc1cc2c(nc1SCC(=O)NCc1ccc3c(c1)OCO3)CCCCC2 | 85 | 4 | 92 | 1 | 7[fluorescence artefact?]
14 | CCC(c1nnnn1CC1CCCO1)N(CCN1CCOCC1)Cc1cc2cc(C)ccc2[nH]c1=O (centres undefined) | 89 | 3 | 89 | 8 | -71[fluorescence artefact?]
15 | CC1CCc2cccc3c2N1c1cc(C#N)c(C#N)cc1O3 (centres undefined) | 76 | 3 | 46 | x | -1[fluorescence artefact?]

No. | Fibroblast inh | ERa SRC1 pot | MT1-MMP txn act | ERa coact inh
1 | 97 | 115 | 1.1 | -4
2 | 92 | 108 | 1.2 | -5
3 | 95 | 129 | 1.1 | 4
4 | 94 | 53 | 1 | 45
5 | 101 | 92[fluorescence artefact?] | 1.3 | 38
6 | 76 | 233* | 1.2 | -11
7 | 101 | 95 | 1.4 | -8
8 | 101 | 110 | 0.9 | -2[fluorescence artefact?]
9 | 96 | 121 | 1.2 | 3[fluorescence artefact?]
10 | 102 | 123[fluorescence artefact?] | x | -11
11 | 113 | 98 | 1.1 | 17
12 | 102 | 98 | 1.3 | -6
13 | 98 | 123 | 1.3 | 14[fluorescence artefact?]
14 | 98 | 90 | 1 | -4
15 | 84 | 128[fluorescence artefact?] | 0.9 | -5[fluorescence artefact?]

(next part)
No. | canonical_smiles | H69AR inhibit | Smad3 FoxH1 inh | HUVEC prolif 384 | Mac1 fbg enh | ERb coact inh
16 | Cc1[nH]c2ccc(S(N)(=O)=O)cc2c1C | 91 | 13[fluorescence artefact?] | 97 | -2 | 7
17 | COc1ccccc1CNC(=O)C1CCCN(S(=O)(=O)c2cccc3cccnc23)C1 (centres undefined) | 104 | 1 | 105 | -8 | -7
18 | CCOC(=O)Nc1ccc2c(c1)N(C(=O)OCCN(C)C)c1ccccc1CC2 | 86 | 8 | 83 | 2 | -4
19 | O=C(O)CC1SC(=Nc2ccccc2)N(c2ccccc2)C1=O (centres undefined) | 102 | 10 | 101 | -6 | 2
20 | CCSc1nnc(-c2ccccc2N)c(=O)[nH]1 | 92 | 5 | 108 | -4 | -5
21 | O=C(c1cccc(S(=O)(=O)N2CCCC2)c1)N1CCN(c2ccccc2)CC1 | 112 | -12 | 75 | 3 | -3
22 | Cc1cc(F)ccc1S(=O)(=O)Nc1c(C)n(C)n(-c2ccccc2)c1=O | 97 | 10[fluorescence artefact?] | 104 | 7 | -13[fluorescence artefact?]
23 | COc1ccc(OC)c(S(=O)(=O)N2CCC(C(=O)Nc3cccc(C(F)(F)F)c3)CC2)c1 | 43 | 0 | 74 | 12 | -8
24 | O=C(NCCCn1ccnc1)c1ccc(Cl)c(S(=O)(=O)N2CCOCC2)c1 | 100 | -1 | 98 | 0 | 1
25 | Fc1ccc(-c2nnn(Cc3nc4ccccc4s3)n2)cc1 | 95 | 0 | 108 | 3 | -7
26 | CCn1c(C)c(C(C)=O)c(N2CCN(c3cccc(Cl)c3)CC2)nc1=S | 88 | 14 | 100 | -1 | -6
27 | COc1ccc(-c2cc(=O)oc3c(C)c(OCc4nn[nH]n4)ccc23)cc1 | 100 | -13 | 99 | -1 | 4
28 | Cc1nnc(SCC(=O)Nc2ccccc2)n1CCc1ccccc1 | 97 | 11 | 102 | -5 | -1
29 | O=C(Nc1ccc(N2CCCC2)cc1)C(c1ccccc1)c1ccccc1 | 84 | 8 | 103 | 85 | 27
30 | CCOC(=O)C1CCCN(C(=O)C2c3ccccc3Oc3ccccc32)C1 (centres undefined) | 88 | 8 | 101 | -1 | -1

No. | Fibroblast inh | ERa SRC1 pot | MT1-MMP txn act | ERa coact inh
16 | 98 | 94[fluorescence artefact?] | 1.2 | 4[fluorescence artefact?]
17 | 96 | 109 | x | -6
18 | 96 | 120[fluorescence artefact?] | 1 | -3
19 | 94 | 114 | 1 | 1
20 | 103 | 120 | 1.6 | -5
21 | 94 | 123 | 1.1 | -21
22 | 102 | 111[fluorescence artefact?] | 1 | -6
23 | 94 | 115[fluorescence artefact?] | 1 | -2
24 | 99 | 112[fluorescence artefact?] | 1.1 | -5
25 | 100 | 115 | 1.2 | 0
26 | 107 | 99 | 1 | 17
27 | 106 | 97 | 1.2 | -10
28 | 96 | 107 | 1.1 | -4
29 | 98 | 7[fluorescence artefact?] | 1.1 | 60*
30 | 112 | 116 | 1.3 | 8

Part of the list above, set out differently:
The line under a structure holds: H69AR inhibit | Smad3 FoxH1 inh | HUVEC prolif 384 | Mac1 fbg enh | ERb coact inh | Fibroblast inh | ERa SRC1 pot | MT1-MMP txn act | ERa coact inh
(16) Cc1[nH]c2ccc(S(N)(=O)=O)cc2c1C
    91 | 13[fluorescence artefact?] | 97 | -2 | 7 | 98 | 94[fluorescence artefact?] | 1.2 | 4[fluorescence artefact?]
(17) COc1ccccc1CNC(=O)C1CCCN(S(=O)(=O)c2cccc3cccnc23)C1 (centres undefined)
    104 | 1 | 105 | -8 | -7 | 96 | 109 | x | -6

More structures follow.
No. | canonical_smiles | H69AR inhibit | Smad3 FoxH1 inh | HUVEC prolif 384 | Mac1 fbg enh | ERb coact inh
31 | Cc1ccc(S(=O)(=O)N2CCN(C(=O)CN3CCOCC3)C2c2ccccc2)cc1 (centres undefined) | 7.1* | 2 | 80 | -4 | -7
32 | CNS(=O)(=O)c1cccc(C(=O)OCC(=O)Nc2ccccc2OC(F)F)c1 | 91 | 2 | 111 | -3 | 2
33 | COC(=O)c1[nH]c2ccccc2c1NS(=O)(=O)c1ccc(F)c(C)c1 | 78 | 1 | 97 | 0 | -5
34 | COc1ccccc1NC(=O)CSc1nc(C)c2c(c1C#N)CCCC2 | 56 | -7 | 52 | 3 | -13
35 | O=C(Cn1c(=O)n(-c2ccccc2)c(=O)n1CC(=O)N1CCCCC1)N1CCCCC1 | 96 | -16 | 106 | -2 | 4[fluorescence artefact?]
36 | O=C1CC(NCc2ccncc2)C(=O)N1c1ccccc1 (centres undefined) | 95 | -4 | 106 | -4 | -1[fluorescence artefact?]
37 | COc1cccc(-c2nnn(CCc3nn[nH]n3)n2)c1 | 99 | 5 | 94 | x | -7
38 | Cc1ccc(SC(C)C(=O)Nc2cccnc2)cc1 (centres undefined) | 83 | 7 | 95 | x | -12
39 | COc1ccc(CNc2oc(-c3ccccc3)nc2C#N)cc1 | 98 | 6 | 101 | -1 | -7
40 | COc1ccc(-n2c(SCC(=O)Nc3sc4c(c3C#N)CCCC4)nnc2-c2ccccc2OC)cc1 | 92 | 2 | 84 | x | -6
41 | CC(=O)NC1(c2ccccc2)CCN(Cc2nnnn2C(C)(C)C)CC1 | 97 | 6 | 90 | 2 | 6
42 | COc1ccc(-c2nnnn2C)cc1S(=O)(=O)NCc1ccccc1 | 96 | 10 | 96 | -7 | -16
43 | COc1cc2[nH]c(=O)n(CCC(=O)NC3CCCC3)c(=O)c2cc1OC | 72 | -9 | 99 | -5 | -7
44 | Cc1c(Cc2ccccc2)c(=O)oc2c(CN(C)C)c(O)c(Cl)cc12 | 93 | 1 | 96 | x | 9

No. | Fibroblast inh | ERa SRC1 pot | MT1-MMP txn act | ERa coact inh
31 | 98 | 112 | 1.1 | -3
32 | 99 | 109 | 1.4 | 2
33 | 86 | 95 | 1 | 1
34 | 68 | 119 | 1.1 | -7
35 | 100 | 103 | 1.1 | 0[fluorescence artefact?]
36 | 102 | 105 | 1.1 | -5
37 | 107 | 87 | 1.2 | -3
38 | 101 | 105 | 1 | -4
39 | 101 | 96[fluorescence artefact?] | 1.1 | -4
40 | 104 | 101 | 1.1 | -2
41 | 98 | 119 | 1 | -1
42 | 101 | 116 | 1.1 | -25
43 | 103 | 107 | 1 | -2
44 | 92 | 104 | 1.1 | 3

Exported as tab-separated lines: part of the list above
#	SMILES	H69AR inhibit	Smad3 FoxH1 inh	HUVEC prolif 384	Mac1 fbg enh	ERb coact inh	Fibroblast inh	ERa SRC1 pot	MT1-MMP txn act	ERa coact inh
42	COc1ccc(-c2nnnn2C)cc1S(=O)(=O)NCc1ccccc1	96	10	96	-7	-16	101	116	1.1	-25
43	COc1cc2[nH]c(=O)n(CCC(=O)NC3CCCC3)c(=O)c2cc1OC	72	-9	99	-5	-7	103	107	1	-2
44	Cc1c(Cc2ccccc2)c(=O)oc2c(CN(C)C)c(O)c(Cl)cc12	93	1	96	x	9	92	104	1.1	3

The list is partial; count on the stated rates, not on these rows.
